Diaph act CS: compounds boosting diaphorase resazurin reduction – biochemical, uHTS, resorufin fluorescence, counter-screen for diaphorase-coupled primary assays, primary screen. Diaphorase/resazurin coupled assay, 16 min; active compounds read high; 1 = vehicle wells, 0 = NADH-free wells. activation factor at 20 µM. actives 0.005% (n = 190,000). AID 1229, 2008;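 active means diaphorase activity raised at least twofold by the compound at 20 µM; inactive means activation factor below 2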
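Material: bacterial diaphorase enzyme (C. kluyveri); amount: enzyme 0.07 U/mL final; reagent: NADH substrate 0.114 mM plus resazurin dye 0.1 mM, final; doses: single compound dose of 20 µM, 1% DMSO final; timing: 16 min enzyme reaction, ambient temperature; measured by: fluorescence of resorufin, 544 nm excitation, 590 nm emission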
PMI act hi M6P: human PMI activators, high substrate, primary screen, biochemical, fluorescence intensity, near-saturating mannose 6-phosphate. actives 0.34% (n = 190,000). AID 1216, 2008. Mannose-6-phosphate isomerase (Homo sapiens), P34949. coupled PMI enzyme assay, resazurin fluorescence, 20 min; active compounds read high; 1 = untreated enzyme, 0 = substrate-free blank. activation factor at 20 µM;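 active means activation factor of 2 or more at 20 µM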
Target sequence (P34949 whole entry, looked up): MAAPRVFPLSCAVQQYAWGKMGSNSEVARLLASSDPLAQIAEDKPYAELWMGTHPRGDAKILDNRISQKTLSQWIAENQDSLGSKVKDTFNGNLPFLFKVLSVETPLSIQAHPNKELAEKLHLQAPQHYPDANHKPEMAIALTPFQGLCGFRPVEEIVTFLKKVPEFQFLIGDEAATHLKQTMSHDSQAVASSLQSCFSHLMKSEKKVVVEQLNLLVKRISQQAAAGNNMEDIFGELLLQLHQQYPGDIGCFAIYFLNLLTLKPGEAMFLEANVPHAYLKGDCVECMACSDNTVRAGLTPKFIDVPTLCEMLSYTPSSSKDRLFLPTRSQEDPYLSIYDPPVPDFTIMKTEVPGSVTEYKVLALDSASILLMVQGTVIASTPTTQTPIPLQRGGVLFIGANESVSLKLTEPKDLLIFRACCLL
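Test system – human PMI in coupled enzyme assay · Timing – 20 min incubation at room temperature · Detection – Diaphorase-driven resazurin-to-resorufin fluorescence, excitation 544, emission 590 nm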
G6PDH CS: L. mesenteroides G6PDH inhibitors, counter-screen for G6PDH-coupled screening assays, biochemical, Leuconostoc mesenteroides enzyme; glucose-6-phosphate dehydrogenase [Leuconostoc mesenteroides]; Purified L. mesenteroides G6PDH, diaphorase/resazurin coupled fluorescence, 45 min; inhibition, % at 5 µM; actives 0.12% (n = 200,000); in the data active means inhibition above about 50%
PPARg SRC-3 ag: PPARgamma agonists recruiting SRC-3 coactivator, primary screen, biochemical | Peroxisome proliferator-activated receptor gamma (Homo sapiens), P37231 | biochemical PPARgamma/SRC-3 coactivator recruitment assay | activation, % at 8 µM | actives 0.26% (n = 200,000); in the data active means activation above about 23%;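 further: 0% = DMSO and 100% = reference agonist; some compounds past the cut are filed as inactive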
Diaphorase inh: diaphorase inhibitors and chemical oxidizers, primary screen, counter-screen for diaphorase-coupled primary assays, biochemical, uHTS, resorufin fluorescence; diaphorase resazurin-to-resorufin fluorescence, NADH, 16 min; bacterial (C. kluyveri) enzyme, not human; inhibition, % at 20 µM; actives 0.69% (n = 190,000);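 active means primary screen inhibition at 20 µM above a set limit, cut at about 50% in these data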;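 further: plate controls were DMSO with full reaction for no effect and wells lacking NADH for full effect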
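controls = No-NADH positive control and DMSO neutral control | system = Clostridium kluyveri diaphorase enzyme | timing = reaction incubation of 16 min at room temperature | signal = resorufin fluorescence 544/590 nm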
PPARg SRC-1 ag: PPARgamma agonists recruiting SRC-1 coactivator, primary screen, biochemical | actives 0.41% (n = 200,000) | activation, % at 8 µM | PPARgamma-SRC-1 coactivator recruitment biochemical assay; in the data active means activation above about 19%;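 further: 0% = DMSO and 100% = reference agonist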
ROMK mod: ROMK potassium channel modulators, primary screen, cell-based, thallium flux, MLSMR library | ATP-sensitive inward rectifier potassium channel 1 (Homo sapiens), P48048 | actives 2% (n = 130,000) | B-score at 10 µM | Tet-inducible ROMK, thallium flux fluorescence; actives lie on both sides | AID 1918, 2009;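 active means signal ratio slope over the read window, or its plate-corrected B-score, at least 3 SD from the plate mean, either direction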;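 further: B-score of the F/F0 ratio slope over 7 to 12 s after thallium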
Target sequence (P48048 whole entry, looked up): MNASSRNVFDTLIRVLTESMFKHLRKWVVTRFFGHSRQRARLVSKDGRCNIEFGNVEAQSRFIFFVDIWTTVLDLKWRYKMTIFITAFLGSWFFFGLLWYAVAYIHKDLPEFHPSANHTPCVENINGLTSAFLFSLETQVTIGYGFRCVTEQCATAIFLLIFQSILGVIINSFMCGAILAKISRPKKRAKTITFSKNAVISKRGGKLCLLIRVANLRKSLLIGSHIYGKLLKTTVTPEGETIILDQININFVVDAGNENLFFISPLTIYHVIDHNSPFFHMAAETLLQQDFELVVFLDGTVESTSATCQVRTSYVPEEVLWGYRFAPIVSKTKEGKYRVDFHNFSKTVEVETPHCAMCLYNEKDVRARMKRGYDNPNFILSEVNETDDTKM
PPARg SRC-2 ag: agonists of PPARg-SRC-2 recruitment, primary screen, biochemical, HTS | actives 0.34% (n = 200,000) | Peroxisome proliferator-activated receptor gamma (Homo sapiens), P37231 | PPARgamma LBD-SRC-2 recruitment | activation, % at 8 µM | AID 1032, 2008; in the data active means activation above about 22%;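 further: 0% = vehicle and 100% = reference agonist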
SRC2 TRFRET art: TR-FRET signal artefacts, primary screen, artefact control for PPARgamma SRC-2 agonist project, biochemical; TR-FRET artefact counter-screen; active compounds read high; TR-FRET ratio at 8 µM; actives 0.4% (n = 200,000); AID 1049, 2008; in the data active means TR-FRET ratio above about 2000; further: inactives centre near 1500
S1P3 antagonist: S1P3 receptor antagonists, primary screen, cell-based. CHO S1P3 NFAT-BLA reporter, FRET fluorescence, antagonist mode. actives 0.27% (n = 170,000). Sphingosine 1-phosphate receptor 3 (Homo sapiens), Q99500. inhibition, % at 4.98 µM;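 active means inhibition above the plate cutoff, the mean inhibition of test wells on that plate plus 3 SD, cut at about 28% in these data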;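 further: cells challenged with S1P at its EC80 of 0.8 µM; blue over green emission ratio from cleaved BLA substrate after 4 h stimulation; 0% = S1P-stimulated wells and 100% = unstimulated DMSO-only wells; some compounds past the cut are filed as inactive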
PMI act: activators of human PMI, primary screen, biochemical, fluorescence intensity, near-Km mannose 6-phosphate; AID 1214, 2008; Mannose-6-phosphate isomerase (Homo sapiens), P34949; purified human PMI, coupled resazurin fluorescence, 20 min; active compounds read high; 1 = vehicle control, 0 substrate-free wells; actives 0.005% (n = 190,000); activation factor at 20 µM;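 active means activation factor of 2 or more at 20 µM, relative to plate controls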
Starred values were filed as active, the others as inactive; . = not tested or not shown.

Sequence of screens – Diaph act CS | PMI act hi M6P | G6PDH CS | PPARg SRC-3 ag | Diaphorase inh | PPARg SRC-1 ag | ROMK mod | PPARg SRC-2 ag | SRC2 TRFRET art | S1P3 antagonist | PMI act
CCOC(=O)c1c(NC(=O)C(C)N2CCN(C(=O)c3ccco3)CC2)sc2c1CCCC2 (stereo not given)
    1 | 1.1 | 0.9 | -18.4 | 4.9 | -1.1 | 0.456 | -1.6 | 1304 | . | 1
CCOC(=O)CSc1ncnc2c1cnn2-c1ccc(C)cc1
    0.9 | 0.9 | 7.3 | 1.1 | 10.4 | -0.1 | . | 12.8 | 1650 | -17.4 | 0.9
CCOC(=O)C1=C(C)Nc2nc(SCC)nn2C1c1ccc(OC)cc1 (stereo not given)
    0.9 | 0.9 | 8.8 | -0.3 | 9.5 | 1.0 | 1.15 | 11.9 | 1409 | . | 0.9
CC(C)=CCN1CCN(Cc2cnc(C)s2)CC1CCO (stereo not given)
    0.8 | 1 | 7.8 | -5.8 | 18.2 | -8.8 | 2.8 | -1.3 | 1550 | 0.5 | 1
CN(CC(=O)O/N=C(\N)c1ccccn1)S(=O)(=O)c1ccccc1
    0.9 | 1 | 2.4 | -3.5 | 7.4 | -9.8 | . | -6.2 | 1614 | . | 1
O=c1c2c(nc3c(-c4ccccc4)c[nH]n13)CCCC2
    0.9 | 1 | 3.5 | 3.1 | 9.3 | 7.0 | . | 0.2 | 1389 | . | 1
O=C(CNS(=O)(=O)c1ccccc1)N/N=C/c1ccc(O)cc1
    1.1 | 1 | 3.0 | -3.1 | -14.9 | -1.8 | -0.366 | -11.3 | 1605 | -6.3 | 1.1
COc1ccc(Cl)cc1C(=O)Nc1ccc(CN2CCCCC2)cc1
    1 | 0.9 | 12.1 | -3.0 | -0.6 | -7.3 | -1.67 | -3.7 | 1363 | -8.2 | 1
O=C(OCC(=O)N1CCOCC1)c1ccccc1Cc1ccccc1
    1 | 1.2 | 0.5 | 2.3 | 4.1 | 2.8 | . | -4.6 | 1558 | -12.7 | 1.2
CC(C)c1ccc(/C=N/NC(=O)CC(=O)NCc2ccccc2)cc1
    1.1 | 1.1 | 1.4 | 2.3 | -6.4 | -4.3 | -0.777 | -1.7 | 1367 | 16.1 | 1.1
Cc1[nH]c2ccccc2c1Cc1nnc(SCC(N)=O)o1
    0.9 | 0.9 | 18.3 | 5.1 | 9.1 | -2.0 | . | -7.5 | 1358 | 81.5* | 0.9
Clc1ccc(Cl)c2sc(N3CCOCC3)nc12
    . | . | . | 14.4 | . | 9.6 | -0.584 | 5.2 | 1420 | -2.9 | .
Cc1cccc(C)c1NC(=S)NC(=O)c1ccc(Br)o1
    0.7 | 0.9 | 9.5 | -1.6 | 32.3 | 11.5 | 2.11* | 3.1 | 1757 | 7.6 | 0.9
CC(C)C1=NN(C(=O)c2cccnc2)C(O)(C(F)(F)F)C1 (stereo not given)
    1.1 | 1 | -2.0 | -9.1 | -6.3 | 0.5 | . | 4.1 | 1393 | . | 0.9
CCn1cc(CNC(=O)c2cc(COc3ccc(F)cc3F)on2)cn1
    0.8 | 0.9 | 2.1 | 5.3 | 19.6 | 1.2 | -0.531 | 3.1 | 1528 | -1.0 | 1
Cc1ccc(N(C(=O)NC2CCCCC2)C2=NCCCCC2)cc1
    1 | 1 | -0.2 | -0.1 | 3.9 | 9.3 | . | 1.4 | 1678 | -7.4 | 0.9
Cn1nnnc1SCC(=O)N1CCN(C(c2ccccc2)c2ccccc2)CC1
    0.9 | 1.1 | -2.5 | 0.5 | 10.8 | -3.1 | . | 1.6 | 1662 | . | 1.1
COC(=O)c1ccc(CNC(=O)c2c3c(nc4ccccc24)CCN(Cc2ccccc2)C3)cc1
    1 | 1.5 | 6.2 | 3.5 | 2.0 | 1.2 | 1.52 | 5.5 | 1628 | -17.6 | 1.4
COc1ccc(C2=NN(C(=O)CSC3=NN4CCCC(=O)N=C4S3)C(c3cccc(OC)c3OC)C2)cc1 (stereo not given)
    1 | 1 | 3.1 | 6.4 | 4.8 | 6.1 | -0.841 | 11.6 | 1570 | -13.4 | 1
CCSc1nnc(NC(=O)c2csc3c2CCC(C)C3)s1 (stereo not given)
    1 | 1 | -22.4 | 9.0 | 4.1 | 4.8 | . | 5.5 | 1733 | 13.5 | 1
Cc1nn(C)cc1-c1csc(N)n1
    0.9 | 0.7 | 7.3 | 3.2 | 12.0 | 2.1 | 0.37 | 3.6 | 1727 | -18.2 | 0.9
CCN1/C(=C/c2cc[n+](CCCS(=O)(=O)[O-])c3ccccc23)Sc2ccccc21
    0.7 | 0.9 | -2.6 | 5.3 | 27.9 | 12.5 | -1.3 | 8.1 | 1842 | -54.0 | 0.8
COC(=O)c1ccccc1NC(=O)N1CCN(c2ccc(F)cc2)CC1
    0.8 | 0.9 | 10.5 | 0.6 | 16.1 | 4.3 | 0.00981 | -12.3 | 1312 | -2.1 | 0.9
CCCc1nc2ccccc2c(C(=O)OCC(=O)Nc2ccc(S(=O)(=O)N3CCOCC3)cc2)c1CC
    0.8 | 0.9 | 6.4 | -0.8 | 20.0 | -2.9 | -0.353 | -1.1 | 1671 | . | 0.9
CCO[C@H]1OC(C(=O)N2CCN(Cc3ccc4c(c3)OCO4)CC2)=C[C@@H](c2ccc(C(F)(F)F)cc2)[C@@H]1CCCO
    0.7 | 0.9 | 9.3 | 6.3 | 31.4 | 11.8 | . | 6.3 | 1528 | -4.3 | 0.8
O/N=C(\c1ccc(Cl)cc1)c1cc2ccccc2o1
    0.9 | 1 | 6.9 | -0.6 | 6.8 | 5.7 | -0.000926 | 3.2 | 1618 | 14.7 | 0.9
CCc1nc2sc3c(=O)n(N)cnc3c2c2c1COC(C)(C)C2
    0.8 | 0.9 | -5.6 | -7.5 | 17.7 | -0.4 | . | -4.2 | 1677 | -6.3 | 0.8
CCOC(=O)C1(Cc2cccc(F)c2)CCN(C(=O)C2CCCO2)CC1 (stereo not given)
    1.1 | 1.1 | 8.7 | -3.8 | -10.6 | 2.4 | . | 0.7 | 1315 | -13.3 | 1
COc1cc(O)c(NC(C)=O)c2nonc12
    0.4 | 0.4 | 22.4 | 8.0 | 63.4* | 7.8 | -0.756 | -2.2 | 1593 | -4.3 | 0.4
COc1ccc(N2C(=O)CN=C2Nc2nc(C)cc(C)n2)cc1OC
    0.9 | 1.1 | 5.2 | -3.5 | 11.5 | 3.2 | . | 5.7 | 1556 | . | 1

Three successive records out of the list so far:
Sequence of screens – Diaph act CS | PMI act hi M6P | G6PDH CS | PPARg SRC-3 ag | Diaphorase inh | PPARg SRC-1 ag | ROMK mod | PPARg SRC-2 ag | SRC2 TRFRET art | S1P3 antagonist | PMI act
CCO[C@H]1OC(C(=O)N2CCN(Cc3ccc4c(c3)OCO4)CC2)=C[C@@H](c2ccc(C(F)(F)F)cc2)[C@@H]1CCCO
    0.7 | 0.9 | 9.3 | 6.3 | 31.4 | 11.8 | . | 6.3 | 1528 | -4.3 | 0.8
O/N=C(\c1ccc(Cl)cc1)c1cc2ccccc2o1
    0.9 | 1 | 6.9 | -0.6 | 6.8 | 5.7 | -0.000926 | 3.2 | 1618 | 14.7 | 0.9
CCc1nc2sc3c(=O)n(N)cnc3c2c2c1COC(C)(C)C2
    0.8 | 0.9 | -5.6 | -7.5 | 17.7 | -0.4 | . | -4.2 | 1677 | -6.3 | 0.8

(next part)
Sequence of screens – Diaph act CS | PMI act hi M6P | G6PDH CS | PPARg SRC-3 ag | Diaphorase inh | PPARg SRC-1 ag | ROMK mod | PPARg SRC-2 ag | SRC2 TRFRET art | S1P3 antagonist | PMI act
COc1ccc(-n2c(C)cc(C(=O)CSc3nnc(-c4cccs4)o3)c2C)cc1
    0.8 | 0.7 | 2.8 | 2.9 | 19.0 | 2.6 | . | 12.1 | 1751 | 5.9 | 0.9
O=C(COC(=O)CCCN1C(=O)c2cccc3cccc(c23)C1=O)Nc1ccc(Cl)cc1
    0.9 | 1 | -16.9 | -1.0 | 5.2 | 0.2 | . | 3.4 | 1710 | 3.1 | 0.9
COc1ccccc1-c1cn(S(=O)(=O)c2ccc(F)cc2)nc1N
    0.8 | 0.9 | -1.6 | 4.5 | 21.8 | -1.0 | . | 8.7 | 1731 | 24.6 | 0.8
C=CCNc1sc(C(=O)C(C)(C)C)c(N)c1C#N
    0.9 | 0.9 | -1.7 | -9.1 | 13.3 | 6.0 | . | 0.5 | 1448 | -6.7 | 0.9
CCOCCCNS(=O)(=O)c1ccc2c(c1)CCN2C(=O)CC
    0.8 | 0.9 | 2.6 | -6.2 | 17.5 | 0.9 | 0.00492 | -11.7 | 1558 | . | 0.9
O=C(NCCN1CCCC1)C1COc2ccccc2O1 (stereo not given)
    0.8 | 0.9 | 13.1 | 3.2 | 20.9 | -7.4 | . | 3.9 | 1366 | . | 0.8
CCCn1c(SCC(=O)NC(=O)NC(C)(C)C)n[nH]c1=O
    1 | 0.9 | 7.4 | 5.7 | 0.0 | 9.9 | 0.254 | -3.5 | 1676 | -20.0 | 1
CC(=O)Nc1ccc(S(=O)(=O)N2CCc3ccccc3C2)cc1
    0.9 | 1 | 9.2 | -3.1 | 12.1 | 0.3 | . | 1.7 | 1522 | . | 1.1
Cc1ccc(N2C(=O)/C(=C\c3ccco3)SC2=S)cc1
    0.7 | 0.6 | 5.7 | -0.7 | 30.0 | -3.9 | . | -4.7 | 1280 | . | 0.8
Cc1cccc(-c2cc3nc(C)cc(N4CC(C)CC(C)C4)n3n2)c1 (stereo not given)
    1 | 1 | 10.5 | 4.5 | 2.6 | -0.2 | 0.16 | 1.7 | 1744 | . | 1
O=C(NCCc1ccccc1)C1CC(c2ccccc2O)=NO1 (stereo not given)
    0.9 | 1 | -4.0 | 3.1 | 8.3 | 5.5 | -0.0888 | 6.1 | 1774 | 6.3 | 1
COc1ccc(-c2nn(CCC(=O)O)cc2CCC(=O)O)cc1
    0.8 | 0.9 | -1.9 | 0.4 | 17.4 | 1.4 | 1.65 | -0.3 | 1671 | -40.3 | 0.9

Source: PubChem BioAssay (several laboratories)
